Nrf2 inh: Nrf2 qHTS screen for inhibitors | A549 ARE-Fluc reporter, luciferase luminescence, 18-24 h | Potency, µM (series often up to 46 µM), inactives show at the highest dose activity change, negative = inhibition, usual class: inhibitors | actives 2.1% (n = 360,000); further: potency means the concentration at half of the fitted maximal effect; on the % scale 0 is the no-effect control and ±100 the full control effect; nearly all actives have a fitted effect of over 60% in size
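Nrf2 activity is the BugLite luminescence, read 15 min after reagent at room temperature, following CellTiter-Fluor cytotoxicity readout (30 min, 37C). Compound titrations were applied for 18-24 h to 5000 A549 ARE_Fluc cells/well in 5% FBS OPTI-MEM.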
A549 tox: Nrf2 qHTS screen for inhibitors: counterscreen for cytotoxicity | actives 0.16% (n = 390,000) | AID 504648, 2011 | Potency, µM (top dose mostly 46 µM), for the others: at the highest dose activity change, negative = cytotoxicity, hits mostly inhibitors | A549 ARE-Fluc cells, CellTiter-Fluor viability, 18-24 h; further: potency means the concentration at half of the fitted maximal effect; on the % scale 0 is the no-effect control and ±100 the full control effect
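Cytotoxicity counterscreen: CellTiter-Fluor fluorescence was measured in A549 ARE_Fluc cells after 18-24 h of compound exposure in a concentration series. The subsequent BugLite luminescent read reports ARE-luciferase activity.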
Nrf2 activator: qHTS of Nrf2 Activators | AREc32 ARE-luciferase reporter (MCF7-derived line), luminescence, 24 h | actives 0.31% (n = 410,000) | Potency, µM (titrated, usually from 46.1 µM), for the others: at the highest dose activation, usual class: activators | AID 624171, 2012; further: potency means the concentration at half of the fitted maximal effect; % of control where 0% means no effect; nearly all actives have a fitted effect of over 65% in size
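Each well held 1000 AREc32 cells, which were incubated with compound for 24 hr at 37 deg C after overnight attachment, and ARE reporter activity was quantified by firefly luciferase luminescence.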
TGFb inhibitor: qHTS for Inhibitors of TGF-b; actives 1.2% (n = 410,000); HepG2 CAGA-GFP TGF-b/SMAD3 reporter, GFP fluorescence, 18 h; TGF-beta stimulated, 500 pg/mL final; Potency, µM (series often up to 46.1 µM), for inactives: at the top dose activity, negative = inhibition, usual class: inhibitors; further: potency means the concentration at half of the fitted maximal effect; on the % scale 0 is the no-effect control and ±100 the full control effect; nearly all actives have a fitted effect of over 65% in size
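Per well, imaged GFP fluorescence of HEPG2 CAGA-GFP cells gives the signal; cells get compound, then TGF-beta (500 pg/mL final), 18 h at 37 degrees C; %Activity versus -TGF-beta and +DMSO controls.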
ATXN viability: Viability Counterscreen for Primary qHTS for Inhibitors of ATXN expression; S2 cells (HEK-293 line with an ATXN2-luciferase reporter) viability, CellTiter-Fluor protease fluorescence, 24 h; Potency, µM (top dose mostly 56.7 µM), hits mostly cytotoxic; actives 0.49% (n = 400,000); further: potency means the concentration at half of the fitted maximal effect; nearly all actives have a fitted effect of over 40% in size
HepG2 tox: qHTS for Inhibitors of TGF-b: Cytotox Counterscreen; actives 0.76% (n = 410,000); Potency, µM (top dose mostly 46.1 µM), for inactives: top-dose activity change, negative = cytotoxicity, most hits filed as cytotoxic; HepG2 CAGA-GFP viability, ATP luminescence, 18 h; further: potency means the concentration at half of the fitted maximal effect; some results filed as inactive show a strong effect at the top dose
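HepG2 CAGA-GFP cells (1000/well, DMEM with 1% FBS) received compound, then TGF-beta at 500 pg/mL final, and were incubated 18 hours at 37 degrees C. Viability was read by CellTiter-Glo luminescence. Media-only wells were set as complete cell-killing and DMSO as no toxicity.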
ATXN2 expr inh: Primary qHTS for Inhibitors of ATXN expression | actives 0.72% (n = 360,000) | HEK-293 ATXN2-luciferase reporter, luminescence, 24 h | Potency, µM (titrated, usually from 57 µM), for the others: at the top dose activity change, negative = inhibition, actives largely listed as inhibitors; further: potency means the concentration at half of the fitted maximal effect; on the % scale 0 is the no-effect control and ±100 the full control effect; nearly all actives have a fitted effect of over 55% in size
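ATXN2-luciferase reporter cells (luciferase flanked by upstream and downstream ATXN2 gene portions) were treated 24 h at 37 °C with compounds at up to 57 uM. SteadyGlo luminescence gave expression; GF-AFC fluorescence gave viability.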
IL-1B inflam inh: qHTS for Inhibitors of Inflammasome Signaling: IL-1-beta AlphaLISA Primary Screen | THP-1 LPS/ATP IL-1B secretion, AlphaLISA, 16 h; stronger effect = lower value | activity change, % at 57.5 µM | actives 4.7% (n = 360,000); in the data active means activity change below about -50%; inconclusive means mostly about -30% to -49%; further: on the % scale 0 is the no-effect control and ±100 the full control effect
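THP-1 cells pretreated 1 hr with compounds (up to 57.5 uM final), then stimulated with LPS (250 ng/mL final) plus ATP (1.25 mM final); secreted IL-1B measured by AlphaLISA after 16 hr, decreased signal indicating inhibition.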
MCF10A rereplic: A quantitative high throughput screen for small molecules that induce DNA re-replication in MCF 10a normal breast cells; MCF 10A DNA re-replication, Hoechst nuclear intensity, 48 h; Potency, µM (series often up to 46.1 µM), inactives show top-dose activity, positive = re-replication, usual class: activators; actives 2.9% (n = 350,000); AID 624296, 2012; further: potency means the concentration at half of the fitted maximal effect; % of control where 0% means no effect; nearly all actives have a fitted effect of over 50% in size
Starred values were filed as active, the others as inactive; i = inactive; ? = inconclusive; nt = not tested or not shown. Unless noted, the call rests on the fitted dose curve; in most records, active means well fitted curve in the direction sought with a large enough effect; inconclusive means small, poorly fitted or top-dose-only effect, or another doubt; inactive means no such curve, though single readings can be large; an effect the other way counts as inactive or inconclusive.

Values run as follows: A549 tox, MCF10A rereplic, Nrf2 inh, ATXN2 expr inh, IL-1B inflam inh, HepG2 tox, Nrf2 activator, TGFb inhibitor, ATXN viability
> Cc1cc(C)cc(OCC(=O)N(Cc2ccco2)Cc2ccccc2Cl)c1
    2.1%, nt, ?, nt, nt, -46.5%, 8.4%, nt, nt
> C#CCOC(=O)C[N+](C)(C)CC=C
    0.3%, 0.7%, -12.5%, -5.8%, 16.2, 2.7%, -0.2%, 3.8%, i
> O=C(CC[C@H]1O[C@@H](n2cnc3c(NC(=O)c4ccccc4)ncnc32)[C@H](O)[C@@H]1O)NCC1CCCCC1
    nt, nt, nt, 5.9%, -4.1, 6.2%, -0.2%, -0.4%, i
> CCOC(=O)c1ccccc1Nc1cc(C)nc2nc(C)nn12
    0.1%, -3.8%, -11.8%, -2.2%, 34.1, 2.4%, 3.3%, 17.9%, i
> CCc1ccc(NC(=O)c2ccc(CN3CC(=O)N4CCCCC4C3=O)cc2)cc1 (stereo not given)
    6.4%, nt, 3.4%, nt, nt, -26.1%, 5.0%, ?, nt
> CC(=O)c1ccc(OCCCC(=O)NC2=NCCS2)cc1
    -8.1%, -0.9%, -3.4%, 3.5%, 5.6, -24.4%, 0.2%, 1.0%, i
> COc1ccc(C(=O)OCC(=O)NCC2CCCCC2)cc1F
    ?, 8.2µM*, 2.0%, 0.0%, 0.1, -6.3%, -0.4%, 12.8%, i
> CC(C)CC(N)c1csc(NC(=O)C(c2ccccc2)c2ccccc2)n1 (stereo not given)
    nt, nt, nt, ?, -28.3, 12.6µM*, -4.5%, ?, ?
> CN1C(=O)c2ccccc2CC12c1ccccc1C(=O)N2C (stereo not given)
    nt, nt, nt, nt, 9.8, 27.0%, -1.0%, 9.1%, ?
> COc1ccc(Cl)cc1NC(=O)c1nnn(Cc2cccc(C(F)(F)F)c2)c1N
    3.1%, nt, ?, ?, nt, -58.7%, 4.6%, ?, ?
> COC(=O)[C@@]1(C(C)C)N=C(c2cc(OC)c(OC)c(OC)c2)[C@]2(O1)C(=O)N(Cc1ccc(OC)cc1)c1ccc(Br)cc12
    nt, nt, nt, 7.1%, 0.0, nt, -0.7%, nt, i
> Fc1ccc(-c2csc3ncnc(N4CCN(c5ccccc5)CC4)c23)cc1
    -1.6%, ?, ?, -31.4%, 3.3, -4.4%, 6.7%, ?, i
> COc1ccc(S(=O)(=O)N2CCC(C(=O)Nc3nnc(C)s3)CC2)cc1OC
    -2.4%, 0.0%, -21.4%, 1.0%, 13.4, 1.2%, 0.3%, -2.3%, i
> O=C(c1cc2c(s1)CCCC2)N1CCN(S(=O)(=O)c2ccccc2C(F)(F)F)CC1
    -11.0%, 0.4%, ?, -6.2%, -10.0, 8.4%, 1.6%, ?, ?
> Cc1cc(NC(=O)CSc2nnc(-c3ccc(Br)o3)n2Cc2ccccc2)no1
    -2.2%, 9.4%, 1.1%, -8.1%, -24.5, -13.7%, -0.3%, ?, i
> Cc1ccnc(NC(=O)CCC(=O)N(CC(=O)NCc2ccccc2)Cc2ccc(F)cc2)c1
    1.9%, -22.3%, ?, ?, 21.1, -0.3%, 3.1%, -15.8%, i
> CC1CCN(S(=O)(=O)c2ccc3c(c2)oc(=O)n3CC(=O)N2CCCCC2)CC1
    4.9%, nt, 6.3%, 3.5%, nt, -17.1%, -0.9%, 1.5%, i
> c1ccc2c(C[C@@H]3CNCCN3CC3CCCCC3)cccc2c1
    -1.8%, ?, 6.3%, ?, -58.3*, -84.7%, 6.9%, ?, ?
> O=C(NCCc1ccccc1)C1CCCN(c2cnccn2)C1 (stereo not given)
    1.2%, -3.9%, ?, nt, 4.9, -7.4%, -0.6%, -8.6%, i
> COc1ccccc1Cc1c(-c2cccc(Br)c2)nc2ccc(Cl)cn12
    nt, nt, nt, 29.9%, 21.5, -11.7%, 29.0%, ?, i
> COc1ccccc1CNC(=O)[C@H](C)NC(=O)[C@@H]1Cc2ccccc2CN1
    -2.4%, 1.3%, 1.2%, 0.4%, 24.1, 3.2%, -0.1%, 2.3%, i
> Clc1cccc(-c2ccc(/C=N/n3cnnc3)o2)c1Cl
    -1.5%, 0.7%, 15.7%, -9.0%, -1.2, -4.4%, 12.2%, 8.1%, i
> O=C(Nc1c(C(=O)N2CCN(c3ccc(F)cc3)CC2)oc2ccccc12)c1ccco1
    10.9%, nt, -36.8%, nt, nt, -1.0%, 0.8%, -1.5%, nt
> COc1cccc(NC(=O)CN(C)C(=O)C(C)Sc2ccccc2)c1 (stereo not given)
    -4.3%, -1.2%, -6.4%, -3.2%, 5.2, 2.1%, 0.4%, -22.8%, i
> O=C(CC12CC3CC(CC(C3)C1)C2)NCC(=O)N1CCc2ccccc2C1
    1.5%, 9.7%, 3.4%, 1.9%, -10.8, -52.3%, -0.4%, -9.3%, i
> C=CCNc1scc(-c2ccccc2)[n+]1CC=C
    13.5%, -1.7%, 17.2%, -7.7%, -19.1, -5.5%, -0.9%, 1.7%, i
> C#CCOCCOCCOCCNc1nc(N2CCN(C(=O)[C@H]([C@@H](C)CC)n3cc([C@@H](N)CC(C)C)nn3)CC2)nc(N2CCN(C(=O)[C@H](Cc3ccc(O)cc3)n3cc([C@@H](N)C(C)CC)nn3)CC2)n1 (stereo not given in full)
    0.0%, -6.8%, -11.9%, 5.0%, -9.5, 0.9%, -0.7%, -4.6%, i
> C/C(=N/N1CCN(c2ccccn2)CC1)c1ccc([N+](=O)[O-])cc1
    -2.1%, -0.7%, -28.2%, -14.5%, 13.4, -31.5%, 0.0%, -10.3%, i
> CCOc1ccccc1CNS(=O)(=O)c1cc(-c2cc(C)no2)ccc1OC
    -0.8%, -1.9%, 13.7%, 4.7%, 5.3, 1.3%, -0.7%, -2.1%, i
> c1ccc(-c2ncc3c(ccc4ccccc43)n2)cc1
    -0.9%, 11.8%, ?, -22.1%, 28.0, -2.7%, 23.3%, 7.2%, i
> COc1ccc(CCNC(=O)CCCn2c(SCC#N)nc3ccccc3c2=O)cc1OC
    0.0%, 0.1%, -7.1%, 0.7%, -7.8, 1.5%, -0.1%, 19.8%, i
> COc1ccccc1-c1cc2nc(C)c(CCC(=O)O)c(C)n2n1
    1.4%, nt, 3.66µM*, ?, nt, 1.8%, -3.6%, 25.9%, i
> Cc1cccc(C(CC(=O)N2CCCCC2)c2ccccc2)c1O (stereo not given)
    0.9%, 9.6%, -15.1%, -4.0%, -2.1, -4.1%, -0.5%, 2.2%, i
> CCCCNC(=O)CSc1nc2ccccc2c(=O)n1CCNC(C)=O
    -10.0%, -0.9%, -2.7%, nt, -28.3, -3.1%, -0.7%, 22.6%, nt
> CCN(CC)c1nc(-c2ccccc2)ncc1S(=O)(=O)c1ccc(C)cc1
    -17.0%, 12.9%, ?, -20.3%, 0.0, -13.9%, 2.5%, ?, nt
> O=C(Nc1ccc(F)cc1F)c1cccnc1
    -3.2%, -0.7%, 1.8%, 5.2%, -3.8, 0.8%, 0.1%, 2.2%, i
> COc1ccc(C(=O)N2CCC(n3c(C)nc4cc(F)ccc43)CC2)cc1OC
    17.9%, 4.3%, 9.6%, 1.2%, 7.7, -13.7%, -0.1%, -4.3%, i
> COc1ccc(Br)cc1C=NNS(=O)(=O)c1ccc(C)cc1
    nt, nt, nt, nt, 73.2, -40.8%, -2.5%, ?, ?
> CCOc1ccc(N(CC(=O)N2CCN(C(=O)CN(c3ccc(OCC)cc3)S(C)(=O)=O)CC2)S(C)(=O)=O)cc1
    -1.5%, -0.4%, 4.6%, 21.0%, -2.6, -3.4%, 1.3%, 14.4%, i
> CCN(CC(=O)Nc1c(F)cccc1F)C(=O)c1ccc(=O)[nH]c1
    2.5%, 3.6%, 4.1%, 4.1%, 7.6, 1.8%, -2.1%, -5.6%, i
> C1CCCC(N2CCNCC2)CC1
    -5.2%, -3.4%, 3.8%, -1.5%, -3.3, 0.5%, -0.2%, 3.4%, i
> CCOc1ccc(CC(=O)NCCc2csc(-c3ccc(Cl)cc3)n2)cc1
    0.0%, nt, nt, -8.3%, nt, 4.3%, 0.1%, ?, i
> O=C(CSc1ccc(-c2ccco2)nn1)NC1CCCCC1
    2.2%, 0.1%, -3.0%, nt, 0.0, -0.7%, ?, 1.3%, i
> CCOc1ccc(OCC)c(-c2c(=O)n(OCc3ccccc3C(=O)OC)c3ccccc3[n+]2[O-])c1
    -10.8%, 4.0%, nt, -6.0%, -18.3, 2.8%, 0.4%, -7.2%, i

Record cards, from the list above:
CCN(CC(=O)Nc1c(F)cccc1F)C(=O)c1ccc(=O)[nH]c1 as listed: A549 tox: 2.5%; MCF10A rereplic: 3.6%; Nrf2 inh: 4.1%; ATXN2 expr inh: 4.1%; IL-1B inflam inh: 7.6; HepG2 tox: 1.8%; Nrf2 activator: -2.1%; TGFb inhibitor: -5.6%; ATXN viability: i
O=C(CSc1ccc(-c2ccco2)nn1)NC1CCCCC1 as listed: A549 tox: 2.2%; MCF10A rereplic: 0.1%; Nrf2 inh: -3.0%; ATXN2 expr inh: nt; IL-1B inflam inh: 0.0; HepG2 tox: -0.7%; Nrf2 activator: ?; TGFb inhibitor: 1.3%; ATXN viability: i

Some of the entries so far, with each value named.
> COc1ccccc1-c1cc2nc(C)c(CCC(=O)O)c(C)n2n1
  A549 tox: 1.4%	MCF10A rereplic: nt	Nrf2 inh: 3.66µM*	ATXN2 expr inh: ?	IL-1B inflam inh: nt	HepG2 tox: 1.8%	Nrf2 activator: -3.6%	TGFb inhibitor: 25.9%	ATXN viability: i

> Cc1cccc(C(CC(=O)N2CCCCC2)c2ccccc2)c1O (stereo not given)
  A549 tox: 0.9%	MCF10A rereplic: 9.6%	Nrf2 inh: -15.1%	ATXN2 expr inh: -4.0%	IL-1B inflam inh: -2.1	HepG2 tox: -4.1%	Nrf2 activator: -0.5%	TGFb inhibitor: 2.2%	ATXN viability: i

Screening data as filed in PubChem.

Hits appear at their usual frequency; about 8.8% have a hit in one of these screens.
